PLCb3 inh: blocks human PLC-beta3 enzyme activity; Q01970; inhibition, % at 12.2 µM; hit rate 0.18% among 370,000; Purified PLC-beta3, fluorogenic substrate, fluorescence; in the data active = inhibition above about 11%;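 also: 0% = median of compound wells on plate and 100% = full blocker control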
ARFGAP1 inhibitor: rat ARFGAP1 inhibition | hit rate 0.26% among 360,000 | AID 651572 | Arfgap1-stimulated ARF1 GTP hydrolysis, GDP FP detection | inhibition, % at 16.5 µM;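 active = inhibition above a per-plate limit, mean inhibition of low control wells plus 3 SD, cut at about 25% in these data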;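 also: 0% = DMSO wells with enzyme and 100% = wells lacking Arfgap1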
Target sequence (Q62848 1-136 limits assumed): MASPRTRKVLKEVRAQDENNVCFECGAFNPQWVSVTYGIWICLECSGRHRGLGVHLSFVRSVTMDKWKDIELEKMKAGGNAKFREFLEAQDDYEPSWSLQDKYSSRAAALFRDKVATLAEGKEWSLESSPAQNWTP
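material = rat Arfgap1 catalytic domain, aa 1-136 | also added = human ARF1(Δ1-17)-GTP substrate | compound dosing = one concentration, 16.5 µM, DMSO 1.26% | times = GTP hydrolysis reaction 2 h at 25 °C | measured by = FP, GDP Alexa 633 tracer displaced from anti-GDP antibody, 620/688 nm | evaluation = percent inhibition of Arfgap1-stimulated GTP hydrolysis | replication = single well per compound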
ASAP1 inh: ASAP1 ArfGAP inhibition. hit rate 0.19% among 360,000. ASAP1-stimulated ARF1 GTP hydrolysis, GDP FP detection. inhibition, % at 16.5 µM. Q9ULH1; in the data active = inhibition above about 25%;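 also: 0% = vehicle with enzyme and substrate and 100% = no enzyme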
Target sequence (Q9ULH1 325-724 limits assumed): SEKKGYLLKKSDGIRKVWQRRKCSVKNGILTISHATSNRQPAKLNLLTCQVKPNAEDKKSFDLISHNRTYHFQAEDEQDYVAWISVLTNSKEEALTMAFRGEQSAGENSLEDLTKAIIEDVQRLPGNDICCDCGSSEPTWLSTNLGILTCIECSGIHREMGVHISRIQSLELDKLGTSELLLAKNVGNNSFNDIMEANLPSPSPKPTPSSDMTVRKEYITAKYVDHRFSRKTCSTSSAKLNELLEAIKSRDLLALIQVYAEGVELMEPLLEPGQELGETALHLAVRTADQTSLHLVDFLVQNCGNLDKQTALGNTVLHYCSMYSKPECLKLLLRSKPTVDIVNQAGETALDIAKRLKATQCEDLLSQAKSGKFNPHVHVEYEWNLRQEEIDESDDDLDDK
Tn7 DDE FP: disrupts Tn7 cyclic peptide binding to fibrin D-Dimer-E complex. P02675. FP displacement of FITC-Tn7 peptide from fibrin DD(E); 0% = median of compound wells per plate. inhibition, % at 8.3 µM. hit rate 0.13% among 370,000;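 active = inhibition above the mean of compounds falling within the control limits plus 3 SD of them, cut at about 14% in these data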;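 also: 0% = plate median of compound wells and 100% = 10 µM Aha-Tn7 peptide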
Target sequence (P02675 whole entry, looked up): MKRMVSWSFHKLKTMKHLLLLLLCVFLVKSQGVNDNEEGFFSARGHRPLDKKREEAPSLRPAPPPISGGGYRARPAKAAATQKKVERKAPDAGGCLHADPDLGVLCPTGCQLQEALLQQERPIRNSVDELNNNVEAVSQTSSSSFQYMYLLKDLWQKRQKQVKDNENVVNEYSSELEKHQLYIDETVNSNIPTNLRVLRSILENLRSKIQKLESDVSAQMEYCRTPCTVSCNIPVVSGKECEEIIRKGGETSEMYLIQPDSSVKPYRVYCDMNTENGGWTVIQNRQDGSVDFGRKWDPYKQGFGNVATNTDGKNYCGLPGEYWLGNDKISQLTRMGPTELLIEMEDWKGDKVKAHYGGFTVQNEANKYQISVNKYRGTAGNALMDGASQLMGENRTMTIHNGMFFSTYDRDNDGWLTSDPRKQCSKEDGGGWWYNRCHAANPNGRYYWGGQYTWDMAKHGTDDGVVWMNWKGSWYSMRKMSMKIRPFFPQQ
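Test system – human fibrin DD(E) · Times – 10 min preincubation, 3 h with tracer, room temperature · Detection – fluorescence polarization of the labelled Tn7 tracer · Measure – percent inhibition normalized to high-control wells · Benchmarks – high control wells with 10 µM unlabelled Aha-Tn7 peptide (full inhibition) · Repeats – singlicate testing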
UHRF1 binding: UHRF1 methyl-DNA binding inhibition | Q96T88 | UHRF1 binding to methylated oligo, TR-FRET | inhibition, % at 4.4 µM | hit rate 0.75% among 370,000 | AID 687016; in the data active = inhibition above about 21%;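 also: UHRF1 SRA domain binding a hemimethylated CpG hairpin DNA probe; 0% = median of test compound wells and 100% = reference inhibitor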
DDE Tn6 FP inh: DD(E)-Tn6 binding inhibition, primary FP screen; AID 720509; inhibition, % at 8.3 µM; Fibrin DD(E) TRITC-Tn6 fluorescence polarization displacement; hit rate 0.21% among 370,000; P02675;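 active = inhibition above a per-campaign cutoff: mean of compounds within control limits plus 3 SD, cut at about 15% in these data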;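 also: 0% = median of all compound wells on the plate and 100% = blocking peptide control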
NR1D1 modulator: modulators of human Rev-erb alpha DNA binding | Rev-erbα–FITC-DNA binding, fluorescence polarization, 90 min | activity, % at 10 µM | hit rate 0.79% among 370,000 | AID 1259318;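 active = activity above about 14%, limit read from the data; passing the limit was not always enough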;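 also: 0% = DMSO wells with 35 nM protein and 100% = DMSO wells with 750 nM protein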
HGIII-sPLA2 inh: Blocks human group III sPLA2 activity; Q9NZ20; QFRET BODIPY PC-A2 liposome hydrolysis, fluorescence; inhibition, % at 12.2 µM; hit rate 0.56% among 370,000; AID 743126;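 active = inhibition above mean plus 3 SD of compounds lying within the high and low control bounds, cut at about 19% in these data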;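 also: 0% = median of test compound wells and 100% = no enzyme DMSO wells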
PLC-gamma1 inh: PLC-gamma1 (human) inhibition, primary screen | purified PLC-gamma1, fluorogenic substrate, fluorescence | hit rate 0.84% among 370,000 | inhibition, % at 12.2 µM | P19174; in the data active = inhibition above about 9.5%
KLK7 zymogen act: proKLK7 (human) activation, primary screen | activation, % at 7 µM | AID 652039 | P49862 | hit rate 0.9% among 370,000 | purified proKLK7, EDANS-DABCYL substrate fluorescence; 100% is mature enzyme control, 0% vehicle;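 active = activation above the mean of all tested compounds plus 3 SD, computed per campaign excluding outliers beyond control limits, cut at about 13% in these data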
Numbers without * were called inactive; i = inactive; / = not tested or not shown.

SMILES	PLCb3 inh	ARFGAP1 inhibitor	ASAP1 inh	Tn7 DDE FP	UHRF1 binding	DDE Tn6 FP inh	NR1D1 modulator	HGIII-sPLA2 inh	PLC-gamma1 inh	KLK7 zymogen act
COc1cccc(N2CC(NS(=O)(=O)c3ccc4ccccc4c3)CC2=O)c1 (stereo unspecified)	3	0	4	-1	-1	9	8	-32	2	0.2
COc1ccccc1S(=O)(=O)N(C)C[C@@H]1OCc2cnnn2CCCC(=O)N([C@@H](C)CO)C[C@@H]1C	2	14	-1	-3	-1	-5	-5	6	-1	0.8
CN(Cc1ccc(Cl)cc1)C(C(=O)NC1CCCCC1)c1ccnc2ccccc12 (stereo unspecified)	0	-9	11	2	-1	3	-4	2	-1	-0.4
COc1cccc(NC(=O)Cn2cc(C=O)c3ccccc32)c1	-4	14	-7	4	2	2	0	2	0	-0.6
Cc1ccccc1NS(=O)(=O)CCCCC(Cl)(Cl)Cl	5	1	-6	6	-1	9	-1	-15	2	0.2
COC(=O)c1cc(S(=O)(=O)N(C)C2CCCCC2)c[nH]1	-8	8	18	5	3	-7	-2	-7	3	0.1
CCOc1ccc(C(=O)NC(=S)Nc2cccnc2)cc1[N+](=O)[O-]	2	-5	0	0	0	-4	1	2	-1	0.1
Cc1c(N=C2C=CC(=O)c3ccccc32)c(=O)n(-c2ccccc2)n1C	-8	5	7	6	-10	0	3	1	-6	0.3
CC(=O)Nc1ccc(S(=O)(=O)NCCSc2ccccn2)cc1	1	3	-1	0	21*	0	-2	1	0	0.2
N=c1c(C(=O)NCC2CCCO2)cc2c(=O)n3ccccc3nc2n1Cc1ccco1 (stereo unspecified)	i	-6	11	-3	-10	-10	6	0	i	15*
Cc1c(Cl)cccc1Nc1n[nH]c(=S)s1	0	-10	-12	-1	1	4	-6	16	2	0.5
Cc1nn(-c2ccccc2Cl)c(Cl)c1/C=N/Nc1nc2ccccc2s1	1	-2	6	2	-4	7	-4	2	0	-0.5
CCOC(=O)N1CCN(C(=O)c2cc(OCC)c(OCC)c(OCC)c2)CC1	-2	13	2	-2	3	-4	8	6	-3	0.6
COc1ccc(/C(C)=N/NC(=O)c2ccc(CSc3nncn3C)cc2)cc1	-1	4	-3	6	-3	-1	-1	6	-1	-1.0
O=C(COc1ccc(Cl)cc1)NCc1nnc(SCC(=O)N2CCCCC2)o1	4	-8	13	1	-2	-5	-4	-3	2	-0.4
Cc1ccc(S(=O)(=O)n2cnc3cc([N+](=O)[O-])ccc32)cc1C	8	-11	-8	-4	1	10	-1	5	6	0.0
COc1ccc(C2CC(c3ccc(C)cc3)=NN2C(=O)c2ccccc2)cc1 (stereo unspecified)	-5	-3	-6	3	0	-1	-2	2	1	-0.4
Cc1ccc(C=Nn2c(-c3n[nH]c4c3CCC4)n[nH]c2=S)o1	-3	/	/	3	0	-4	-2	21*	-2	0.9
CC(=O)c1ccc(N2CCN(C(=O)c3ccc(C(=O)c4ccccc4)cc3)CC2)cc1	-7	3	12	0	2	4	4	-2	-6	-0.2
O=C1NC(c2ccccc2)(c2ccccc2)C(=O)N1CNc1ccccn1	1	6	11	-3	2	-7	1	12	-1	0.0
CCS(=O)(=O)c1ccc(-c2cccc(NC(=O)COc3ccccc3)c2)nn1	-3	18	-7	4	0	0	8	1	2	-0.4
CCc1cc2c(=O)n(CC)c(SC(C)C(=O)Nc3c(C)n(C)n(-c4ccccc4)c3=O)nc2s1 (stereo unspecified)	4	11	3	2	1	-1	0	-1	2	-0.2
CCCSc1nnc(-c2cnn(-c3ccccc3)c2-n2cccc2)n1C	1	5	-4	-3	7	8	1	-2	3	0.4
COc1cc(C(=O)N(C)CCOc2ccccc2)ccc1OCC(=O)Nc1cccc(C(F)(F)F)c1	-7	14	1	1	-2	6	2	-42	0	-0.4
Clc1ccc2nc(CSc3ccccc3)cn2c1	2	-5	4	-11	-3	0	7	-2	0	0.7

A second format for part of the listing above:
SMILES | PLCb3 inh | ARFGAP1 inhibitor | ASAP1 inh | Tn7 DDE FP | UHRF1 binding | DDE Tn6 FP inh | NR1D1 modulator | HGIII-sPLA2 inh | PLC-gamma1 inh | KLK7 zymogen act
CCOC(=O)N1CCN(C(=O)c2cc(OCC)c(OCC)c(OCC)c2)CC1 | -2 | 13 | 2 | -2 | 3 | -4 | 8 | 6 | -3 | 0.6
COc1cc(C(=O)N(C)CCOc2ccccc2)ccc1OCC(=O)Nc1cccc(C(F)(F)F)c1 | -7 | 14 | 1 | 1 | -2 | 6 | 2 | -42 | 0 | -0.4

A stretch taken from the entries so far:
SMILES	PLCb3 inh	ARFGAP1 inhibitor	ASAP1 inh	Tn7 DDE FP	UHRF1 binding	DDE Tn6 FP inh	NR1D1 modulator	HGIII-sPLA2 inh	PLC-gamma1 inh	KLK7 zymogen act
N=c1c(C(=O)NCC2CCCO2)cc2c(=O)n3ccccc3nc2n1Cc1ccco1 (stereo unspecified)	i	-6	11	-3	-10	-10	6	0	i	15*
Cc1c(Cl)cccc1Nc1n[nH]c(=S)s1	0	-10	-12	-1	1	4	-6	16	2	0.5
Cc1nn(-c2ccccc2Cl)c(Cl)c1/C=N/Nc1nc2ccccc2s1	1	-2	6	2	-4	7	-4	2	0	-0.5
CCOC(=O)N1CCN(C(=O)c2cc(OCC)c(OCC)c(OCC)c2)CC1	-2	13	2	-2	3	-4	8	6	-3	0.6
COc1ccc(/C(C)=N/NC(=O)c2ccc(CSc3nncn3C)cc2)cc1	-1	4	-3	6	-3	-1	-1	6	-1	-1.0
O=C(COc1ccc(Cl)cc1)NCc1nnc(SCC(=O)N2CCCCC2)o1	4	-8	13	1	-2	-5	-4	-3	2	-0.4
Cc1ccc(S(=O)(=O)n2cnc3cc([N+](=O)[O-])ccc32)cc1C	8	-11	-8	-4	1	10	-1	5	6	0.0
COc1ccc(C2CC(c3ccc(C)cc3)=NN2C(=O)c2ccccc2)cc1 (stereo unspecified)	-5	-3	-6	3	0	-1	-2	2	1	-0.4
Cc1ccc(C=Nn2c(-c3n[nH]c4c3CCC4)n[nH]c2=S)o1	-3	/	/	3	0	-4	-2	21*	-2	0.9
CC(=O)c1ccc(N2CCN(C(=O)c3ccc(C(=O)c4ccccc4)cc3)CC2)cc1	-7	3	12	0	2	4	4	-2	-6	-0.2
O=C1NC(c2ccccc2)(c2ccccc2)C(=O)N1CNc1ccccn1	1	6	11	-3	2	-7	1	12	-1	0.0
CCS(=O)(=O)c1ccc(-c2cccc(NC(=O)COc3ccccc3)c2)nn1	-3	18	-7	4	0	0	8	1	2	-0.4
CCc1cc2c(=O)n(CC)c(SC(C)C(=O)Nc3c(C)n(C)n(-c4ccccc4)c3=O)nc2s1 (stereo unspecified)	4	11	3	2	1	-1	0	-1	2	-0.2

Next part
SMILES	PLCb3 inh	ARFGAP1 inhibitor	ASAP1 inh	Tn7 DDE FP	UHRF1 binding	DDE Tn6 FP inh	NR1D1 modulator	HGIII-sPLA2 inh	PLC-gamma1 inh	KLK7 zymogen act
CC(C)C[C@@H](CN1CCC[C@H]1CN1C(=O)C(=O)NC[C@@H]1Cc1ccc(O)cc1)N1C[C@H](Cc2ccc(O)cc2)N(CC2CCCCCC2)C(=O)C1=O	1	1	14	2	2	-14	-4	-27	2	0.0
O=C(NCCCCNC(=O)c1c(Cl)cccc1Cl)c1c(Cl)cccc1Cl	-10	2	-4	2	2	3	4	0	0	-0.1
O=C(NN1C(=O)C2C3C=CC(C4CC34)C2C1=O)c1ccc(Cl)c(Cl)c1 (stereo unspecified)	-3	-4	8	3	3	3	-8	8	-1	-0.2
CC(NC(=O)COC(=O)c1ccc(Cl)cc1O)c1ccc(F)cc1 (stereo unspecified)	-11	-4	-10	-2	9	-10	11	-12	-3	0.6
CCC1CCCCN1C(=O)c1c(-c2ccccc2)noc1C (stereo unspecified)	3	8	-12	-4	-1	9	2	-1	5	0.2
CC(=O)N1CCc2c(sc(NC(=O)Cc3ccccc3)c2C#N)C1	-6	-16	-6	3	-1	1	-3	1	-1	-0.2
Cc1ccc(-c2c(C)sc(=NC(=O)c3ccco3)n2C)cc1	-65	8	4	9	5	3	37*	6	-48	-0.8
CN1CCN(c2ccccc2NC(=O)c2ccc(F)cc2)CC1	-3	3	8	1	1	8	-3	5	2	-0.1
S=C(NC1CCCC1)N1CCN(c2ncccn2)CC1	4	10	10	3	-2	8	-2	2	1	0.7
Cc1ccc2c(c1)sc1nc(=O)n(-c3cccc(Cl)c3)c(=O)n12	3	2	5	5	-3	-5	4	5	1	-0.9
O=C(C1=C[C@@H](c2ccccc2)C[C@@H](OCc2ccc(CO)cc2)O1)N1CCN(Cc2ccc3c(c2)OCO3)CC1	0	4	5	-4	-1	-4	2	-11	1	0.9
C/C(=N\Nc1cc(C(F)(F)F)ccc1Cl)c1ccncc1	-8	-2	12	0	3	4	-5	2	1	0.7
CCn1c(SCc2cc(=O)[nH]c3ccccc23)nnc1C1CC1	0	-5	7	1	4	1	3	7	2	0.9
O=C(COC(=O)c1c2c(nc3ccccc13)/C(=C/c1cccc([N+](=O)[O-])c1)CCC2)NC1CCS(=O)(=O)C1 (stereo unspecified)	-2	16	10	7	3	-5	-1	-41	-2	-3.8
Cc1cccc(OCC(=O)NCCNC(=O)c2cnccn2)c1	-7	-14	4	-9	-4	2	-4	-1	2	-0.5
Cc1ccc(/C=C/C(=O)O)cc1S(=O)(=O)N1CCCc2ccccc21	-7	1	-13	-5	12	-5	0	-9	0	0.2
CCc1noc(C)c1C(=O)N1CCCC(C(=O)c2ccc(OC)c(F)c2)C1 (stereo unspecified)	2	8	7	6	1	11	4	16	1	-1.0
O=C(NCCSCc1ccccc1)c1cc(S(=O)(=O)N2CCOCC2)ccc1F	2	-6	-20	3	-2	-2	-4	-4	-3	-0.1
O=C(COC(=O)c1ccc2c(c1)OCCO2)NCc1ccccc1Cl	0	8	6	-5	-2	5	9	-6	-2	-1.0
Cc1cccc(Cc2nnc(CCC(=O)N(C)Cc3ccncc3C)o2)c1	-4	1	-7	5	2	-9	1	7	-1	0.3
CC(Sc1nnc(NC2CC2)s1)C(=O)Nc1ccc(N2CCOCC2)cc1 (stereo unspecified)	2	0	-14	0	0	0	-2	10	-4	0.0
CCSc1nc2c(c(=O)[nH]1)C(c1ccc(C)cc1)C1=C(CCCC1=O)N2 (stereo unspecified)	-133	12	5	6	7	-5	3	12	-108	17*
Cc1cc(C)nc(NC2=NCC(=O)N2c2cccc(Cl)c2)n1	0	4	1	0	1	-2	4	8	0	0.0
CCSc1nnc(NC(=O)CSc2nc3c(c(=O)n2C)SC(C)C3)s1 (stereo unspecified)	0	-1	7	-2	3	-1	0	-2	0	-1.1
COC(=O)c1ccc(N2C(c3cc(OC)cc(OC)c3)=Cc3ccc(OC)cc3C2CC(=O)c2ccco2)cc1 (stereo unspecified)	-60	10	0	4	-2	-5	0	13	-42	-11
COc1ccc2nc(SCC(=O)NCc3ccccc3)[nH]c2c1	-1	6	-10	3	8	-5	2	3	3	-0.2

An unsorted share of the library; 4.5% or so of the library scored in one or more.
